PNC inhibitor: High Content Assay for Compounds that inhibit the Assembly of the Perinucleolar Compartment | PC3M PTB-GFP, PNC prevalence imaging, 16 h; active compounds read low | activity change (PNC), negative = inhibition, % at 10 µM | 140,000 tested, 3.1% active;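 active = readout at or below -70, meaning at least 70% loss of cells showing the perinucleolar compartment, a nuclear body marking cancer cells; inconclusive = readout between -30 and a set limit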;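 note: plate controls were DMSO wells for no effect and camptothecin positive control wells for full effect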
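Compounds are pinned in duplicate onto adhered PC3M cells stably expressing GFP-tagged PTB and incubated 16 h at 37 C. Cells are then fixed, nuclei stained with Hoechst, and PNC-positive cells counted.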
15-hLO-2 inh: qHTS Assay for Inhibitors of 15-hLO-2 (15-human lipoxygenase 2); AID 881, 2007; Potency, µM (series often up to 57.1 µM), inactives show at the top dose activity change, negative = inhibition, most hits filed as inhibitors; 110,000 tested, 0.56% active; purified 15hLO-2, xylenol orange hydroperoxide absorbance; note: potency is the fitted concentration of half-maximal effect; nearly all actives have a fitted effect of over 60% in size; many of its hits are not listed in these tables
Target sequence (O15296 whole entry, looked up): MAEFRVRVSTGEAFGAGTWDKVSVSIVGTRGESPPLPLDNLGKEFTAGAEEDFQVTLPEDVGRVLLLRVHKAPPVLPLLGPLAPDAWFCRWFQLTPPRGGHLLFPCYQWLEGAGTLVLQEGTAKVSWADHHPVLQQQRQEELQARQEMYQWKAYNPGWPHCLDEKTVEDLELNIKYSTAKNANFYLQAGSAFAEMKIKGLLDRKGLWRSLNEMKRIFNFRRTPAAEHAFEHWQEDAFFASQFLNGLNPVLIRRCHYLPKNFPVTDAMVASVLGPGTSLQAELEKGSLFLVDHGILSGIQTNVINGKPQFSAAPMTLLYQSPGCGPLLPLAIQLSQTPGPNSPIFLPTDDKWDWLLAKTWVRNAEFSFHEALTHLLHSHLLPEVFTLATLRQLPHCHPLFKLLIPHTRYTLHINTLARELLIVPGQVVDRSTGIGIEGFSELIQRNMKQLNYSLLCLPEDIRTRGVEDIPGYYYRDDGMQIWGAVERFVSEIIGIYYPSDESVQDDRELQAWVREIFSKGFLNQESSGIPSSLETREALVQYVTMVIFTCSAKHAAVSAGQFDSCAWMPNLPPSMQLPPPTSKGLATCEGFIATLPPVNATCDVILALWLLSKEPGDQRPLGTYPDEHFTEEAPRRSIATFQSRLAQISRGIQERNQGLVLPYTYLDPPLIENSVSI
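Enzyme 50 nM, AA 45 uM, 25 mM Hepes pH 7.5 + 0.01% Triton X-100; cpd preinc 15 min RT, rxn 90 min RT; stop/detect with 200 uM XO + 300 uM Fe(II) in 50 mM H2SO4, 30 min; A573/A405.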
ALOX12 inhib: qHTS Assay for Inhibitors of 12-hLO (12-human lipoxygenase) | purified 12-hLO, xylenol orange hydroperoxide absorbance | Potency, µM (highest dose often 57.1 µM), for the others: at the highest dose activity change, negative = inhibition, usual class: inhibitors | 150,000 tested, 0.12% active | Polyunsaturated fatty acid lipoxygenase ALOX12 (Homo sapiens), P18054; note: potency is the fitted concentration of half-maximal effect; nearly all actives have a fitted effect of over 55% in size; many of its hits are not listed in these tables
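Purified human 12hLO (150 nM final) was preincubated with compounds for 15 min at room temperature in 25 mM Hepes pH 7.0, 0.01% Triton X-100, then reacted with 40 uM arachidonic acid for 30 min. Hydroperoxide was detected with ferrous iron/xylenol orange.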
IMPase inh: qHTS Assay for Identifying the Cell-Membrane Permeable IMPase Inhibitors; Inositol monophosphatase 1 (Rattus norvegicus), P97697; CHO-M1 cells, IP1 accumulation, HTRF TR-FRET ratio; inhibition (IP1 accumulation), % at 46.1 µM; 120,000 tested, under 10 active; active = well fitted curve in the direction sought with a large enough effect in the signal ratio, not every such curve was filed as active; inconclusive = small, poorly fitted or top-dose-only effect, or a change in a side signal; inactive = no such curve, though single readings can be large or run the other way; the % refers to the signal ratio;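 note: cells stimulated with carbachol in lithium chloride buffer; plate controls were DMSO basal wells for no effect and reference inhibitor wells for full effect; higher means more IMPase inhibition seen as more IP1 and lower FRET ratio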
Target sequence (P97697 whole entry, looked up): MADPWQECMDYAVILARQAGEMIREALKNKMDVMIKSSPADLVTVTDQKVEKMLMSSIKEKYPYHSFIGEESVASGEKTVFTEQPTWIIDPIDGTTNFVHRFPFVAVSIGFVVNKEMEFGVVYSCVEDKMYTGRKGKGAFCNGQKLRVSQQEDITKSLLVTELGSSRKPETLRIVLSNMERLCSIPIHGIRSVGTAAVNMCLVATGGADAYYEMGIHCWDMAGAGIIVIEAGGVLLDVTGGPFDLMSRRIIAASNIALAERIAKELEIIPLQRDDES
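Measured: the HTRF emission ratio (665/620 nm) plus the 620 nm donor channel, each fitted to the Hill equation to give AC50. Cells were CHO-M1 given compounds up to 46 uM and a 30 min carbachol stimulation at 37C.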
* marks the source's active call; other numbers are inactive results; ? = inconclusive; / = no result given; [ ] = another dose, or the depositor's remark. Unless noted, calls come from the whole dose curve; as a rule, active = well fitted curve in the direction sought with a large enough effect; inconclusive = small, poorly fitted or top-dose-only effect, or another doubt; inactive = no such curve, though single readings can be large; an effect the other way counts as inactive or inconclusive. Unless noted, % is set by controls: 0 for no effect and ±100 for the full control effect. These rows are one share of the data. The share of hits here may be higher or lower than overall.

Codes: A = PNC inhibitor; B = 15-hLO-2 inh; C = ALOX12 inhib; D = IMPase inh
> Cc1ccc(NC(NC(=O)c2cccs2)C(Cl)(Cl)Cl)cc1 (centres undefined)
  A: 54 | B: -21% | C: -16% | D: 4
> Nc1c(C(=O)Nc2nccs2)sc2nc(-c3cccs3)cc(C(F)(F)F)c12
  A: -26 | B: 0% | C: -9% | D: -15
> CCC(C)(C)NC(=O)C(c1ccccc1)N(C(=O)c1csnn1)C1CC1 (centres undefined)
  A: 400 | B: / | C: 8% | D: -7
> O=C(Nc1c(F)cccc1F)c1ccc(-n2cncn2)nc1
  A: -1 | B: 3% | C: 5% | D: -6
> CN(C)c1ccc(/C=C2\CCC/C(=C\c3ccccc3)C2=O)cc1
  A: -24 | B: / | C: -2% | D: -11
> Cc1ccc(CC(=O)Nc2nc3c(s2)CCCC3)cc1
  A: -100* | B: 13% | C: 2% | D: 2
> CCn1cc(C(=O)NCC2CCCO2)c(=O)c2cc(S(=O)(=O)N3CCCCC3)ccc21 (centres undefined)
  A: -15 | B: 1% | C: -3% | D: ?
> CCOC(=O)/C(=N\Nc1ccccc1)S(=O)(=O)c1ccccc1
  A: ? | B: -3% | C: -3% | D: 7
> CCCCSc1nnc(-c2ccc(NC(=O)CC)cc2)n1C
  A: -4 | B: 2% | C: -3% | D: 7
> O=C(Oc1cc2oc(=O)cc(-c3ccccc3)c2cc1Cl)C1CCCCC1
  A: -7 | B: 4% | C: -16% | D: -7
> O=C(O)Cc1ccc(C(=O)c2cccs2)s1
  A: 6 | B: -13% | C: -10% | D: -4
> O=C(OCC(=O)C12CC3CC(CC(C3)C1)C2)c1cccnc1Cl
  A: -3 | B: / | C: -7% | D: /
> COC(=O)Nc1nnc(CC(=O)Nc2ccccc2C)s1
  A: ? | B: / | C: 1% | D: -3
> O=S(=O)(O)c1ccc(O)c2ncccc12.O=S(=O)(O)c1ccc(O)c2ncccc12.[Zn]
  A: / | B: -12%[11.4 µM] | C: -8%[11.4 µM] | D: /
> COc1ccc(C(=O)COC(=O)Cn2nnc3ccccc32)cc1Br
  A: 11 | B: 19%[2.29 µM] | C: -4% | D: 1
> CCOC(=O)N1CCN(c2c(F)cc3[nH]c(=S)[nH]c3c2Br)CC1
  A: 28 | B: 13µM* | C: ? | D: 2
> Cc1nnc(N2CCOCC2)c2nn(-c3cccc(Cl)c3)c(C)c12
  A: ? | B: / | C: 0% | D: /
> COC(=O)c1c(-c2ccc(C(C)(C)C)cc2)csc1NC(=O)C1C2CCC(O2)C1C(=O)O (centres undefined)
  A: -98* | B: / | C: -4% | D: /
> O=C(NC1CC1)c1ccc2c(c1)ncn2C1CCCC1
  A: ? | B: 10% | C: 1% | D: 3
> CCC(C)(C)n1nnnc1C(c1cccnc1)N1CCCc2ccccc21 (centres undefined)
  A: ? | B: 3% | C: -6% | D: -1
> CCN1C(=O)c2ccccc2S(=O)c2ccc(C(=O)NC3CC3)cc21 (centres undefined)
  A: 3 | B: / | C: 5% | D: -10
> CCOC(=O)c1c(NC(=O)COC(=O)Cn2cnc3ccccc32)sc2c1CCC(C)C2 (centres undefined)
  A: 23 | B: / | C: -19% | D: /
> O=C(NC1CCCC1)c1ccc(Br)s1
  A: 1 | B: -2% | C: -7% | D: -3
> NNC(=O)c1cc(Br)cs1
  A: -6 | B: / | C: 0% | D: /
> O=C(NCc1ccco1)C1CCCN(S(=O)(=O)c2cccc3nsnc23)C1 (centres undefined)
  A: 36 | B: 6% | C: -1% | D: 3

The list continues:
Codes: A = PNC inhibitor; B = 15-hLO-2 inh; C = ALOX12 inhib; D = IMPase inh
> COc1ccc(-c2nnn(CC(=O)NC3CCCc4ccccc43)n2)cc1OC (centres undefined)
  A: 3 | B: -13% | C: 1% | D: -10
> COC(=O)Cn1c(=O)sc2ccccc21
  A: ? | B: -3% | C: -1% | D: -6
> CC1CN(Cc2nc3c(c(=O)n(C)c(=O)n3C)n2CC(=O)c2ccccc2)CC(C)O1 (centres undefined)
  A: ? | B: / | C: 9% | D: -1
> CC(=O)NC1C(=O)N=C(SCC(=O)NCc2ccccc2)NC1=O (centres undefined)
  A: -100* | B: / | C: 3% | D: -5
> COc1cc(NC2=CC(=O)CC(C)(C)C2)cc(OC)c1OC
  A: 20 | B: -8% | C: 0% | D: 11
> Cc1onc(-c2ccccc2Cl)c1C(=O)Nc1ccc(CN2CCCC2)cc1
  A: ? | B: -8% | C: 0% | D: -1
> O=C(Nn1c(-c2ccc(Br)cc2)nc2ccccc2c1=O)c1ccc([N+](=O)[O-])cc1
  A: 32 | B: / | C: -6% | D: /
> COc1ccc2[nH]c(=O)c(CN(CCO)C(=O)c3cccs3)cc2c1
  A: 62 | B: 14% | C: 13% | D: 3
> CCCc1ccc(Oc2cn[nH]c2-c2ccc(O)cc2O)cc1
  A: -12 | B: 5% | C: ? | D: 1
> CN1C(=O)/C(=C\c2ccccc2)Sc2ccc(C(=O)N3CCN(c4ccccn4)CC3)cc21
  A: 19 | B: 3% | C: -1% | D: 2
> CCCC(=O)OCC(=O)Nc1ccccc1Sc1ccccc1
  A: -2 | B: / | C: -3% | D: /
> COc1ccc(S(=O)(=O)N2CCC(C(=O)N3CCOCC3)CC2)cc1OC
  A: -8 | B: -8% | C: 0% | D: -6
> Cc1c(Br)cc(-c2nnco2)cc1Br
  A: ? | B: 0% | C: -2% | D: 0
> Cc1cccc(C)c1N1C(=O)C2ON(c3ccccc3)C(c3ccncc3)C2C1=O (centres undefined)
  A: 6 | B: -20% | C: 6% | D: 0
> Cc1ccc(C2C(C#N)=C(N)Oc3cc4c(cc32)OCO4)cc1 (centres undefined)
  A: ? | B: -8% | C: -25% | D: 4
> COc1ccc(-c2nc3ccccc3c(=O)n2CCCn2ccnc2)cc1
  A: ? | B: 24% | C: 0% | D: -8
> CCOC(=O)c1c(C)oc2ccc(O)c(CN3CCCCC3)c12
  A: 30 | B: 16% | C: 9% | D: 1
> CCN(CC)S(=O)(=O)c1cccc(C(=O)N/N=C/c2ccc(O)c(O)c2O)c1
  A: 12 | B: / | C: -1% | D: /
> COc1ccccc1C(=O)N/N=C/c1cnc2ccccc2n1
  A: 110 | B: / | C: -2% | D: /
> O=C(Nc1ccc2c(c1)OCCO2)c1ccc(CN2CCOCC2)cc1
  A: 20 | B: 5% | C: -2% | D: -3
> C[C@@H]1CC2(OC[C@]3(C)O[C@H]23)O[C@H]2C[C@@]3(C)[C@@H]4CC[C@H]5C(C)(C)C(O[C@@H]6OC[C@@H](O)[C@H](O)[C@H]6O)CC[C@@]56C[C@@]46CC[C@]3(C)[C@@H]12 (some centres undefined)
  A: / | B: 2% | C: 2% | D: /
> CCOc1c2ccc(C(=O)NCCc3cccs3)cc2nn1CC
  A: -24 | B: -4% | C: 12% | D: 7
> CN(Cc1cccc(Cl)c1Cl)c1ccc(S(=O)(=O)N2CCCCC2)cc1[N+](=O)[O-]
  A: -15 | B: / | C: 2% | D: /
> CCOC(=O)Cn1c(CN2CCN(c3cccc(Cl)c3)CC2)nc2c1c(=O)[nH]c(=O)n2C
  A: -19 | B: / | C: 10% | D: 2
> N#Cc1ccc(CN2CCC3(CC2)CCN(S(=O)(=O)c2ccccc2)CC3)cc1
  A: / | B: 36%[activator] | C: 4% | D: /

Next section
Codes: A = PNC inhibitor; B = 15-hLO-2 inh; C = ALOX12 inhib; D = IMPase inh
> COc1cc2[nH]c(=O)n3nc(-c4ccccc4)nc3c2cc1OC
  A: -100* | B: / | C: 3% | D: 1
> O=C(COc1ncnc2ccccc12)NCCCN1CCCC1=O
  A: 20 | B: 0% | C: 3% | D: 1
> Cc1occc(=O)c1OC(=O)Nc1ccccc1
  A: -2 | B: -2% | C: -13% | D: 8
> O=C(c1ccc(Cl)s1)N1CCN(c2ccccc2)CC1
  A: ? | B: / | C: -3% | D: -3
> CCC(C)C1C(C#N)=C(N)Oc2n[nH]c(C)c21 (centres undefined)
  A: ? | B: / | C: 1% | D: 3
> Cc1ccc(C)c(OCC(=O)Nn2c(C)nc3ccccc3c2=O)c1
  A: 7 | B: -1% | C: -6% | D: 2
> CCC1(CC)Cc2ccccc2C(CC(=O)N2CCOCC2)=N1
  A: -2 | B: -1% | C: -10% | D: 7
> O=C(CSc1nc2ccccc2c(=O)n1-c1ccccc1)NCc1ccco1
  A: -1 | B: 3% | C: -7% | D: 15
> O=C1NC(=O)[C@@](Cc2ccccc2)(c2cccnc2)N1
  A: / | B: -3%[11.4 µM] | C: -4%[11.4 µM] | D: /
> O=C(N/N=C/c1c[nH]c2ccccc12)c1ccn(Cc2ccc(Cl)cc2Cl)n1
  A: 38 | B: 11% | C: -4% | D: 12
> CCN1CCN(C(c2ccc(F)cc2)c2nnnn2Cc2cccs2)CC1 (centres undefined)
  A: 1 | B: 3% | C: -3% | D: 5
> O=C(Nc1ccccc1)Nc1nncs1
  A: 0 | B: -13% | C: 1% | D: -3
> N#Cc1c(SCc2ccc(Cl)cc2)sc(C(=O)c2ccccc2)c1N
  A: -21 | B: -22% | C: -6% | D: 12
> COc1ccc(-c2cc(-c3cccs3)c(C#N)c(SCC(=O)NCc3ccco3)n2)cc1
  A: ? | B: ? | C: -12% | D: -13
> Cc1noc(C)c1CSc1ncnc2sc(C)c(C)c12
  A: -3 | B: -4% | C: -9% | D: 5
> CCOC(=O)c1c(C)c(C(=O)N(C)C2CCCCC2)c(C)n1C
  A: 53 | B: 0% | C: 3% | D: 0
> CCn1c(=N)n(CCOc2ccc(OC)cc2)c2ccccc21
  A: -1 | B: 10% | C: 1% | D: 13
> CC(=O)N1CCN(c2ccc(NC(=O)c3cccc(OCc4ccccc4)c3)cc2)CC1
  A: ? | B: 3% | C: -5% | D: 3
> O=C(c1ccccc1F)N1CCN(c2ccccc2F)CC1
  A: -22 | B: -1% | C: -11% | D: 1
> CCOC(=O)c1ccccc1NC(=O)c1ccc(NS(C)(=O)=O)cc1
  A: -24 | B: 0% | C: 1% | D: -5
> Cc1cc(NC(=O)CSc2nnc(-c3ccoc3C)o2)no1
  A: 30 | B: 19% | C: 2% | D: -7
> CC1=CC(c2ccc(Cl)cc2)n2nc(NC(=O)c3ccccc3)nc2N1 (centres undefined)
  A: 21 | B: 7% | C: 7% | D: -4
> Cc1nnc(SCC(=O)NCc2ccco2)[nH]c1=O
  A: 14 | B: 12% | C: -4% | D: -4

Entries shown so far that contain a cyano group (five):
Codes: A = PNC inhibitor; B = 15-hLO-2 inh; C = ALOX12 inhib; D = IMPase inh
> Cc1ccc(C2C(C#N)=C(N)Oc3cc4c(cc32)OCO4)cc1 (centres undefined)
  A: ? | B: -8% | C: -25% | D: 4
> N#Cc1ccc(CN2CCC3(CC2)CCN(S(=O)(=O)c2ccccc2)CC3)cc1
  A: / | B: 36%[activator] | C: 4% | D: /
> CCC(C)C1C(C#N)=C(N)Oc2n[nH]c(C)c21 (centres undefined)
  A: ? | B: / | C: 1% | D: 3
> N#Cc1c(SCc2ccc(Cl)cc2)sc(C(=O)c2ccccc2)c1N
  A: -21 | B: -22% | C: -6% | D: 12
> COc1ccc(-c2cc(-c3cccs3)c(C#N)c(SCC(=O)NCc3ccco3)n2)cc1
  A: ? | B: ? | C: -12% | D: -13

Single records (already shown). Order of values: PNC inhibitor	15-hLO-2 inh	ALOX12 inhib	IMPase inh
Profile of O=C(CSc1nc2ccccc2c(=O)n1-c1ccccc1)NCc1ccco1 = -1	3%	-7%	15
Profile of Cc1nnc(SCC(=O)NCc2ccco2)[nH]c1=O = 14	12%	-4%	-4
Profile of CCOC(=O)c1ccccc1NC(=O)c1ccc(NS(C)(=O)=O)cc1 = -24	0%	1%	-5
Profile of O=C1NC(=O)[C@@](Cc2ccccc2)(c2cccnc2)N1 = /	-3%[11.4 µM]	-4%[11.4 µM]	/
